Compound activity (PubChem BioAssay)
TSHR antag: Antagonists of the Thyroid Stimulating Hormone Receptor: HTS campaign | Thyrotropin receptor (Homo sapiens), P16473 | TSHR-expressing cells, TSH-stimulated cAMP HTRF, 2 h; active compounds read low | activity change, negative = inhibition, % at 11.5 µM | 0.2% of 330,000 active | AID 504810, 2011;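 active means activity change below a set negative limit, meaning inhibition stronger than a set level, cut at about -70% in these data; inconclusive means activity change between two set negative limits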; further: on the % scale 0 is the no-effect control and ±100 the full control effect
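Cell-based HTRF cAMP assay; TSHR cells + compound, TSH EC80 (4nM final), 2 h, 37 deg C. Lysis with anti-cAMP cryptate and cAMP-d2, 30 min RT, read 665/620 nm.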
A-T KAP1 phos: qHTS Assay for Identifying a Potential Treatment of Ataxia-Telangiectasia; […] A-T fibroblasts, KAP-1 phosphorylation AlphaLISA; neocarzinostatin DNA damage 30 min before lysis; Potency, µM (titrated, usually from 57.5 µM), for the others: at the top dose activation, usual class: activators; 0.19% of 320,000 active; AID 485349, 2010; further: potency means the concentration at half of the fitted maximal effect; % of control where 0% means no effect; nearly all actives have a fitted effect of over 45% in size
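ATM-like activity read as KAP-1 phosphorylation via AlphaLISA donor/acceptor antibody pairs after lysis and 6 hr at 25C. Cells were ATM-null patient fibroblasts ([…], hTERT), dosed 60 min, then exposed to the DSB inducer NCS for 30 min.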
Tb PFK inh: qHTS Assay to Find Inhibitors of T. brucei phosphofructokinase. Potency, µM (titrated, usually from 57.5 µM), for inactives: top-dose activity, negative = inhibition, usual class: inhibitors. 0.17% of 330,000 active. ATP-dependent 6-phosphofructokinase (Trypanosoma brucei brucei), O15648. AID 485367, 2010. T. brucei PFK, ADP-Glo luminescence;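 further: potency means the concentration at half of the fitted maximal effect; 0% = uninhibited 1x PFK enzyme wells and -100% = no-enzyme wells; nearly all actives have a fitted effect of over 60% in size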
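ADP-Glo luminescence quantified ADP after 45 min at room temperature, with 1.25 nM T. brucei PFK, 0.1 mM ATP and 0.5 mM fructose-6-phosphate in pH 8.0 TEA buffer. qHTS titrations up to 57 µM; curves classified by quality.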
TCR act: Activators of T cell receptors: qHTS campaign. primary human leukocytes, anti-CD3, IL-2 HTRF, 48 h. Potency, µM (highest dose often 9.22 µM), inactives show top-dose activation of IL-2 secretion, actives largely listed as activators. 330,000 tested, under 10 active. AID 504894, 2011; further: % of control where 0% means no effect
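Primary human leukocytes were stimulated with a-CD3 beads plus compounds for 48 hr without co-stimulation; secreted IL-2 was quantified by HTRF using a-IL-2-K (europium cryptate) and a-IL-2-d2, excited at 320nm with acceptor emission read at 665nm.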
KCNH2 WT inh: qHTS for Inhibitors of KCHN2 3.1: Wildtype qHTS; Voltage-gated inwardly rectifying potassium channel KCNH2 (Homo sapiens), Q12809; U2OS, BacMam KCNH2, thallium flux FluxOr; active compounds read low; activity change, % at 1.84 µM; 0.37% of 340,000 active; AID 720551, 2013;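 active means maximum activity change below -70%; inconclusive means maximum activity change between -70% and -50%; inactive means maximum activity change above -50%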; further: on the % scale 0 is the no-effect control and ±100 the full control effect
Target sequence (Q12809 whole entry, looked up): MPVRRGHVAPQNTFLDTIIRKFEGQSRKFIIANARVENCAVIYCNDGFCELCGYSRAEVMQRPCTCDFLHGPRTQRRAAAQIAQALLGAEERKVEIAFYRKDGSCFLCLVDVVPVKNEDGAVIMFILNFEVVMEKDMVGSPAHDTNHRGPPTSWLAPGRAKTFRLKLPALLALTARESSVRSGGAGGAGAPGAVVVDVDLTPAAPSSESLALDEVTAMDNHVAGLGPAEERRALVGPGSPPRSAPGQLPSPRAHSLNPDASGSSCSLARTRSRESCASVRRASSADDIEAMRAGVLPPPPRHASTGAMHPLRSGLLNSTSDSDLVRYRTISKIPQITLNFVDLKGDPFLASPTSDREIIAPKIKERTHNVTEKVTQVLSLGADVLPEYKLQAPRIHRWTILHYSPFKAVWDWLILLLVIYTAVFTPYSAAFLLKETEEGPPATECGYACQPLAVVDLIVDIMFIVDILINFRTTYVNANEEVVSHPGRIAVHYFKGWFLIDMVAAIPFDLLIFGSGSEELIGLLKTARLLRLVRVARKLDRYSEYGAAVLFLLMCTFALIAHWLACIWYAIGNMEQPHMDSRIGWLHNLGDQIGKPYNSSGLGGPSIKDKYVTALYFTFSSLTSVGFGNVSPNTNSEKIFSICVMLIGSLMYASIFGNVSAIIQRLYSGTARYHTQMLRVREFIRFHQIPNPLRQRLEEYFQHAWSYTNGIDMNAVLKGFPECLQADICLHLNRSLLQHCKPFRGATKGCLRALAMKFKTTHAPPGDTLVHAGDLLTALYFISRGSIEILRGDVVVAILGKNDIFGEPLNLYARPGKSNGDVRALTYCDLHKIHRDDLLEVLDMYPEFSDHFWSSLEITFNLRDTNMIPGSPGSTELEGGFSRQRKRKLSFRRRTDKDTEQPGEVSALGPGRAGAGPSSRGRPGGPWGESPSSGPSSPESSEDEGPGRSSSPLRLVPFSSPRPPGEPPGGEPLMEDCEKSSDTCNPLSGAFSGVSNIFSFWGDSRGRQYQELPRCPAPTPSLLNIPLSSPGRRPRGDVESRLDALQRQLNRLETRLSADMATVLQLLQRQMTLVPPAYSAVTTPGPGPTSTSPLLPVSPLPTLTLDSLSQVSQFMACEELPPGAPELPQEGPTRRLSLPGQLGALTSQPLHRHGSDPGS
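U2OS cells transduced with wild-type KCNH2 virus are loaded with FluxOr dye for 45 min, and thallium flux is measured in kinetic reads before and after stimulation buffer. Rate constants are normalized to DMSO controls.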
GALK inh: qHTS Assay for Inhibitors of Human Galactokinase (GALK); Purified GALK, Kinase-Glo residual ATP luminescence; Potency, µM (highest dose often 57.5 µM), without a hit: at the top dose activity change, negative = inhibition, most hits filed as inhibitors; 0.007% of 270,000 active; AID 1868, 2009; further: potency means the concentration at half of the fitted maximal effect; on the % scale 0 is the no-effect control and ±100 the full control effect
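5 nM enzyme, 35 uM ATP, 100 uM galactose, 20 mM HEPES pH8.0, 5 mM MgCl2; 1 h RT; residual ATP by Kinase-Glo Plus luminescence, qHTS format.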
CXXC DNA block: qHTS Fluorescence Polarization Assay for Inhibitors of MLL CXXC domain - DNA interaction; Potency, µM (titrated, usually from 115 µM), without a hit: at the top dose activity change, negative = inhibition, usual class: inhibitors; Histone-lysine N-methyltransferase 2A (Homo sapiens), Q03164; 0.037% of 290,000 active; MLL-CXXC / FITC-HOXA9 DNA fluorescence polarization; active means well fitted inhibition curve with a large enough effect in the polarisation, with a control signal flat, not every such curve was filed as active; inconclusive means small, poorly fitted or top-dose-only effect, or effect the other way, or a change in a side signal; inactive means no such curve, though single readings can be large or run the other way; the % refers to the polarisation; further: potency means the concentration at half of the fitted maximal effect
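Purified MLL-CXXC (added from a 7 uM solution) was preincubated 5 min at ambient with pinned compounds in 50 mM Tris-HCl pH 7.5, 50 mM NaCl, 1 mM DTT, 0.05% BSA. Fluorescein-labeled HOX-A9 DNA (50 nM solution) followed, 30 min, then polarization read.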
Giardia kill: Small Molecules that selectively kill Giardia lamblia: qHTS | Giardia lamblia trophozoite viability | activity change, % at 7.66 µM, hits read low | 0.15% of 340,000 active; in the data active means activity change below about -80%; inconclusive means between about -30% and that limit;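 further: parasites exposed to compound for two days anaerobically before the ATP read; on the % scale 0 is the no-effect control and ±100 the full control effect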
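Killing of trophozoites was scored by loss of ATP luminescence after a 48 hrs anaerobic exposure to compounds at 37 deg C, using 100 cells per well.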
Chronic BCR inh: qHTS Assay to Find Inhibitors of Chronic Active B-Cell Receptor Signaling; ABC-DLBCL IkBa-CBG/CBR reporter, luminescence ratio, 4 h; 0.05% of 340,000 active; Potency, µM (titrated, usually from 46.1 µM), inactives show top-dose ratio change, negative = lower green/red ratio, hits mostly inhibitors; active means well fitted inhibition curve with a large enough effect in the signal ratio, with a control signal flat, not every such curve was filed as active; inconclusive means small, poorly fitted or top-dose-only effect, or effect the other way, or a change in a side signal; the % refers to the signal ratio;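 further: potency means the concentration at half of the fitted maximal effect; plate controls were basal doxycycline-induced cells for no effect and cells given 10 µM MG132 for full effect; MG132 reads +100%, hits lower the ratio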
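Cell line TMD8 (human ABC DLBCL), stably expressing tet-inducible CBG68-IkBa fusion and CBR; IMDM/0.5% FBS; cpd up to 46 uM; dox induction, 4 h, 37C/5% CO2; dual luminescence; green/red ratio; MG132 control.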
FBPA coupling cs: qHTS Assay for Inhibitors of Fructose-1,6-bisphosphate Aldolase from Giardia Lamblia: Coupling assay counterscreen; coupling enzyme system counterscreen, AmpLite Red fluorescence; activity change, negative = inhibition, % at 58.2 µM, hits read low; 0.67% of 290,000 active; AID 2472, 2010; in the data active means activity change below about -30%; further: on the % scale 0 is the no-effect control and ±100 the full control effect
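Counterscreen lacking aldolase: glyceraldehyde-3-phosphate coupling-enzyme reagent preincubated 10 min at RT with compound (at 57.5 uM final), then substrate/coupling system with AmpLite Red added; fluorescence read at 525/598 nm after 20 min RT.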
Numbers without * were called inactive; i = inactive; ? = inconclusive; nt = no result given; & = joins results of further samples; [ ] = dose if it differs, or a comment. Unless noted, the call rests on the fitted dose curve; in most records, active means well fitted curve in the direction sought with a large enough effect; inconclusive means small, poorly fitted or top-dose-only effect, or another doubt; inactive means no such curve, though single readings can be large; an effect the other way counts as inactive or inconclusive.

The line under a structure holds: TSHR antag, A-T KAP1 phos, Tb PFK inh, TCR act, KCNH2 WT inh, GALK inh, CXXC DNA block, Giardia kill, Chronic BCR inh, FBPA coupling cs
O=[N+]([O-])c1ccc(-c2ccc(/C=N/c3c(-c4ccco4)nc4ccccn34)o2)c(Cl)c1
→ -14, -4%, 0%, nt, nt, 0%, 3%, nt, 19%, -7
Cn1nnnc1SCC(=O)Nc1nc(-c2ccccc2)c(-c2ccccc2)o1
→ 10, 1%, -2%, 1%, 7, -3%, -28%, -2, -4%, 3
CCn1c(C)nc2cc(C(=O)NNC(=S)NC(=O)c3ccc(OC)cc3)ccc21
→ 3, -8%, 10%, -2%, -20, 15%, 1%, 5, ?, 0
Cc1ccsc1/C=c1\sc2ncnn2c1=O
→ 8, -1%, -1%, -5%, 16, 4%, -14%, -6, 0%, 0
CC1(C)NC(=O)N(c2ccc([N+](=O)[O-])c(C(F)(F)F)c2)C1=O
→ -8&-2, 10%, 0%, 4%, 1, nt, -21%, 8, -5%, 3&2&0
CCOC(=O)c1ccccc1NC(=O)COC(=O)c1cc([N+](=O)[O-])ccc1N1CCOCC1
→ -7, -2%, 2%, 3%, -1, nt, nt, 4, ?, nt
COc1ccc(S(=O)(=O)N2CCN(CCc3ccccc3)CC2)c(OC)c1
→ -14, -14%, 0%, 1%, 19, 2%, -5%, -1, 1%, 6
CCN(CC(=O)Nc1ccc2c(c1)OCCO2)C(=O)CCc1ccccc1Cl
→ 15, 5%, 4%, 2%, -4, nt, nt, 15, -7%, nt
O=C(O)c1ccc(NS(=O)(=O)c2ccc3c(c2)C(=O)c2ccccc2C3=O)cc1
→ -9, 8%, 16%, 3%, -3, -4%, 5%, -3, ?, 0
COC(=O)c1cc(=O)n(CCc2ccc(OC)cc2)c(=Nc2ccc(F)c(Cl)c2)s1
→ -26, 8%, -2%, -1%, -2, 0%, 6%, 9, -20%, -5

Carrying on.
The line under a structure holds: TSHR antag, A-T KAP1 phos, Tb PFK inh, TCR act, KCNH2 WT inh, GALK inh, CXXC DNA block, Giardia kill, Chronic BCR inh, FBPA coupling cs
Cc1cc(C)c(C(N)=O)c(SCC(=O)c2cc(C)n(-c3cc(C)on3)c2C)n1
→ 38, ?, -4%, 6%, -1, nt, nt, -15, -1%, nt
Cc1cc(C)cc(C(=O)OCC(=O)N2CCCC2)c1
→ 3, -1%, -1%, -7%, -1, 0%, -2%, -2, ?, 2
CC(Nc1cccc2ccccc12)C(=O)N/N=C/c1ccccn1 (stereo not drawn)
→ -9, -1%, -2%, -4%, -13, 2%, -2%, 3, ?, -24
N#CC1(C#N)C(c2ccccc2)OC23CCCCC2C1(C#N)C(=N)O3 (stereo not drawn)
→ 11, 5%, 0%, 4%[46.1 µM], 18, 1%, ?, 3, ?, 0
CCOC(=O)c1c(NC(=O)NC(C)(C)C)sc2c1CCN(C)C2
→ 6, -2%, 2%, 0%, -1, 0%, -9%, 7, ?, 0
O=C(CSc1nncs1)Nc1ccc(Cl)cc1C(F)(F)F
→ 3, 7%, 5%, 4%, -4, nt, nt, -9, ?, nt
N#C/C(=C(/O)c1ccco1)c1nc2ccccc2s1
→ -22&-20, -5%&-4%, 1%&-2%, -3%&-2%, 2&-9, -10%&-11%, 38%&-7%[activator], -30&-9, ?, 11&14
Cc1cccc(-c2nc(CS(=O)CC(=O)N3CCN(C)CC3)c(C)o2)c1 (stereo not drawn)
→ -3, 10%, -3%, -3%, 4, -1%, -6%, 14, ?, -1
Cc1ccc(NC2=NCCCCC2)cc1C
→ 5, nt, -6%, nt, 6, 0%, -7%, -3, 2%, 1
CCC1CCc2c(sc3nc(SCC(=O)NCc4ccco4)n(-c4ccccc4)c(=O)c23)C1 (stereo not drawn)
→ 7, nt, -3%, 0%[46.1 µM], -30, 2%, 2%, 22, -13%, 3

An excerpt from above in order of molecular weight, ascending.
The line under a structure holds: TSHR antag, A-T KAP1 phos, Tb PFK inh, TCR act, KCNH2 WT inh, GALK inh, CXXC DNA block, Giardia kill, Chronic BCR inh, FBPA coupling cs
Cc1cc(C)cc(C(=O)OCC(=O)N2CCCC2)c1
→ 3, -1%, -1%, -7%, -1, 0%, -2%, -2, ?, 2
N#C/C(=C(/O)c1ccco1)c1nc2ccccc2s1
→ -22&-20, -5%&-4%, 1%&-2%, -3%&-2%, 2&-9, -10%&-11%, 38%&-7%[activator], -30&-9, ?, 11&14
CCOC(=O)c1c(NC(=O)NC(C)(C)C)sc2c1CCN(C)C2
→ 6, -2%, 2%, 0%, -1, 0%, -9%, 7, ?, 0

The results go on.
Compound	TSHR antag	A-T KAP1 phos	Tb PFK inh	TCR act	KCNH2 WT inh	GALK inh	CXXC DNA block	Giardia kill	Chronic BCR inh	FBPA coupling cs
Cc1ccc(/C(O)=C/c2nc3cc(C)ccc3oc2=O)cc1	7	0%	-18%	1%	1	3%	?	-15	6%	-3
O=C(O)c1ccccc1-c1ccccc1C(=O)NCc1cccnc1	-3	7%	0%	6%	3	-2%	-10%	22	0%	-2
CCCc1nc2sc3c(c2c(=O)n1NC(=O)CCC(=O)OC)CCCC3	2	-23%	0%	3%	-4	-2%	-4%	?	7%	-1
CC(Oc1ccc(F)cc1)C(=O)/C=C\N(C)C (stereo not drawn)	5	6%	0%	4%	6	0%	11%	0	-1%	0
Cc1ccc(C(=O)NCC(=O)OCC(=O)NCCc2ccccc2)s1	5	4%	-16%	1%	1	7%	5%	-16	1%	2
Cc1nc(N2CCN(C)CC2)c2sc(=S)n(-c3ccccc3)c2n1	0	-1%	3%	-1%[46.1 µM]	3	-1%	1%	23	5%	2
CCOc1ccc(/C=N/NC(=O)c2cc(-c3ccccc3)nc3ccccc23)cc1O	4	0%	0%	-13%	-1	0%	11%	-28	-18%	0
CCOC(=O)c1cccc(Nc2ncnc3ccc(C)cc23)c1	-8	3%	2%	-9%	13	0%	8%	4	?	-1

Continuation.
Compound	TSHR antag	A-T KAP1 phos	Tb PFK inh	TCR act	KCNH2 WT inh	GALK inh	CXXC DNA block	Giardia kill	Chronic BCR inh	FBPA coupling cs
Cc1noc(C)c1NC(=O)N(C)C[C@@H]1Oc2c(NC(=O)NC(C)C)cccc2C(=O)N([C@@H](C)CO)C[C@@H]1C	-7	7%	3%	-4%	9	nt	nt	4	2%	nt
CCOC(=O)c1c(NC(=O)CSc2nnc(C)c(=O)[nH]2)sc2c1CCCC2	-30	-2%	3%	nt	0	-6%	?	-4	?	8
Cc1ccc(NC(=O)Cn2nnc3ccccc32)cc1	-1	4%	2%	1%	2	0%	5%	-10	21%	4
COc1nnc(-c2ccc(N3CCOCC3)c(NC(=O)C3CCCCC3)c2)c2ccccc12	-15	-4%	0%	5%	4	-1%	11%	-21	-4%	1
CCOc1ccc(Cn2c(C)nc([N+](=O)[O-])c2SCC(O)CCl)cc1[N+](=O)[O-] (stereo not drawn)	13	0%	2%	-24%	5	0%	1%	-1	-17%	2
COc1cc(C2C(C#N)=C(C)NC(C)=C2C#N)cc(OC)c1OC	6	0%	1%	-6%	i	nt	4%	-1	?	-2
COc1ccc(C(=O)NNC(=O)C(=O)NC2CCCCC2)cc1	-10	-1%	-1%	-15%	-10	-3%	1%	8	-1%	0
O=C(COc1cccc(C(F)(F)F)c1)NCC(c1ccco1)N1CCCCC1 (stereo not drawn)	-5	-5%	-3%	0%	3	nt	nt	-5	-2%	nt

Remaining list, next part
Compound	TSHR antag	A-T KAP1 phos	Tb PFK inh	TCR act	KCNH2 WT inh	GALK inh	CXXC DNA block	Giardia kill	Chronic BCR inh	FBPA coupling cs
C=CCc1c(NCCO)nc(C)[nH]c1=O	0	5%	-4%	8%	7	1%	-8%	10	7%	1
CCOC(=O)c1sc2ncnc(N3CCN(C)CC3)c2c1C	-3	3%	-4%	-3%	5	2%	-7%	31[activator]	0%	1
Cc1cc(-c2nnc3n2N=C(C(C)(C)C)CS3)n[nH]1	-6	-1%	3%	0%	-5	1%	-1%	2	-4%	0
CCOCCn1c(CN2CCN(C(c3ccccc3)c3ccccc3)CC2)nc2c1c(=O)n(C)c(=O)n2C	-3	-3%	-1%	-3%	-2	6%	-19%	-5	0%	-3
Cc1ccccc1-c1nc(CS(=O)(=O)CC(=O)NCCCN2CCN(C)CC2)c(C)o1	-2	-5%	0%	14%	-1	1%	11%	?	1%	0
